PAD4 FP inh = PAD4 (human) enzyme inhibition | recombinant PAD4, RCA probe fluorescence polarization | inhibition, % at 6.36 µM | 330,000 tested, 0.41% active;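 active = percent inhibition above a cutoff equal to the mean of all tested compounds plus 3 SD, cut at about 15% in these data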;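 note: 0% = PAD4 with RCA probe and DMSO and 100% = probe without PAD4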
PAFAH2 FP inh = inhibitors of human PAFAH2; Q99487; recombinant PAFAH2, FP-rhodamine activity probe, fluorescence polarization; inhibition, % at 3.39 µM; 340,000 tested, 0.99% active;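 active = inhibition above the mean over all tested compounds plus 3 SD, cut at about 30% in these data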;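 note: inhibitors block probe labeling of enzyme so polarization drops; 0% = enzyme with DMSO and 100% = wells lacking PAFAH2 protein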
Fam108B counter = blocks mouse Fam108B hydrolase in RBBP9 counter-screen | recombinant Fam108B, FP-Rh probe fluorescence polarization | 300,000 tested, 0.33% active | inhibition, % at 9.51 µM | AID 1947;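 active = inhibition above the screen mean inhibition plus 3 SD, computed separately per campaign, cut at about 18% in these data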;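 note: inhibitors lower polarization as less probe binds the enzyme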
GSTO1 inh = blocks human GSTO1 in RBBP9 counter-screen; P78417; recombinant GSTO1, activity-based probe fluorescence polarization; inhibition, % at 5.96 µM; 300,000 tested, 1.1% active; AID 1974;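 active = inhibition above the campaign mean inhibition plus 3 SD, cut at about 35% in these data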;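 note: 0% = GSTO1-1 with DMSO and 100% = wells lacking GSTO1-1 enzyme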
Target sequence (P78417 whole entry, looked up): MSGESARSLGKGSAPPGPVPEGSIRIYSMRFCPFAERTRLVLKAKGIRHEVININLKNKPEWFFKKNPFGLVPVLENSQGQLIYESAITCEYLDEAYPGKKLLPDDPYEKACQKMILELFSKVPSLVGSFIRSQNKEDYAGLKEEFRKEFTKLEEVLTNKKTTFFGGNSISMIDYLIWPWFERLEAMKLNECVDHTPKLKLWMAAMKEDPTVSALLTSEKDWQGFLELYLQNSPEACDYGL
PAFAH1B3 FP inh = PAFAH1B3 (human) inhibition; Q15102; recombinant PAFAH1B3, FP-rhodamine probe, fluorescence polarization; inhibition, % at 3.39 µM; 340,000 tested, 0.28% active;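 active = inhibition above the screen-wide average of all tested compounds plus 3 SD, cut at about 25% in these data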;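 note: 0% = enzyme with DMSO only and 100% = wells lacking PAFAH1B3 protein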
Target sequence (Q15102 whole entry, looked up): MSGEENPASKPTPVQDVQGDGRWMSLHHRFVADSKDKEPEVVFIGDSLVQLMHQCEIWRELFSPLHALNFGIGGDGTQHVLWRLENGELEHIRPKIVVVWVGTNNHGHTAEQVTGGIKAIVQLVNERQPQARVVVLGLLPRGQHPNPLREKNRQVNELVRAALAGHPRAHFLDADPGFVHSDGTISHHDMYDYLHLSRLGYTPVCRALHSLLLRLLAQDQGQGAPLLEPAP
PAFAH1B2 inh = inhibitors of human PAFAH1B2; recombinant PAFAH1B2, FP-rhodamine activity probe, fluorescence polarization; AID 492953; inhibition, % at 3.39 µM; 340,000 tested, 1.2% active; P68402;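 active = inhibition above the mean of all tested compounds plus 3 SD, cut at about 24% in these data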;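 note: 0% = enzyme with DMSO and 100% = wells lacking PAFAH1B2; many of its hits are not listed in these tables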
Target sequence (P68402 whole entry, looked up): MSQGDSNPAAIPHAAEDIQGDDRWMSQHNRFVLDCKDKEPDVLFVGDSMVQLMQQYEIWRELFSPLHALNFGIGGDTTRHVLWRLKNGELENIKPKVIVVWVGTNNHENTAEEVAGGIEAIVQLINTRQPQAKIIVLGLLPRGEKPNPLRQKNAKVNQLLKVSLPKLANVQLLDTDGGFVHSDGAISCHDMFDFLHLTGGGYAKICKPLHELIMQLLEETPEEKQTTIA
LYPLA1 counter = counter-screen for PME1 inhibitors: inhibitors of human LYPLA1. 320,000 tested, 0.16% active. inhibition, % at 5.9 µM. AID 2174. recombinant LYPLA1, FP-Rh probe fluorescence polarization. O75608;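 active = inhibition above the mean of all tested compounds plus 3 SD, set per campaign, cut at about 14% in these data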;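 note: inhibitors block serine hydrolase probe labeling of LYPLA1 so polarization falls; 0% = enzyme with DMSO and 100% = wells lacking LYPLA1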
Target sequence (O75608 whole entry, looked up): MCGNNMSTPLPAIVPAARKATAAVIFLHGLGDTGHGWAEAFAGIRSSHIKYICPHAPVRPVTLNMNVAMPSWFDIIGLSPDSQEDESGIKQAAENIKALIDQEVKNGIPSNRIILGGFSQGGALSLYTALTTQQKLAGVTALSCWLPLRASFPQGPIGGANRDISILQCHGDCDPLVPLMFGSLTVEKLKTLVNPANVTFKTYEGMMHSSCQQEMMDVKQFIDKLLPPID
pPAFAH FP inh = inhibitors of human plasma PAF acetylhydrolase (pPAFAH). AID 463082. inhibition, % at 3.39 µM. recombinant pPAFAH, FP-rhodamine probe fluorescence polarization. Q13093. 330,000 tested, 1.5% active;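 active = inhibition above the mean inhibition across the screen plus 3 SD, cut at about 25% in these data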;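 note: inhibitors block binding of the rhodamine activity-based probe so polarization drops; 0% = enzyme with DMSO and 100% = wells lacking pPAFAH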
PME-1 inh = PME-1 (human) inhibition | recombinant PME-1, FP-Rh probe fluorescence polarization | AID 2130 | inhibition, % at 5.9 µM | 320,000 tested, 0.53% active;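 active = inhibition above the campaign mean of all compounds plus 3 SD, cut at about 26% in these data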;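 note: competitive labeling of PME-1 active site by serine hydrolase directed probe; 0% = PME-1 with DMSO and 100% = wells lacking PME-1 enzyme; inhibitors block probe labeling so polarization falls and inhibition rises; many of its hits are not listed in these tables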
The depositor's hits bear a star; / = not tested or not shown.

cpd | SMILES | PAFAH1B2 inh | pPAFAH FP inh | Fam108B counter | PME-1 inh | LYPLA1 counter | GSTO1 inh | PAD4 FP inh | PAFAH2 FP inh | PAFAH1B3 FP inh
1 | CCCNc1nc(-c2cc(-c3ccc(Cl)cc3)on2)cc(C(C)C)n1 | -2 | 2 | -4 | -2 | -1 | 7 | -1 | 4 | -2
2 | Cc1c(/C(O)=C2\C(=O)C(=O)N(CCN(C)C)C2c2cccs2)cnn1-c1ccccc1 (centres undefined) | -5 | 4 | -4 | 2 | 3 | 5 | -5 | -6 | -2
3 | Cc1cccc(NC(=O)c2nc[nH]c2C(=O)Nc2ccccc2[N+](=O)[O-])c1 | 7 | 0 | 1 | 2 | -1 | 0 | 0 | 0 | 4
4 | CC(=O)Oc1ccc(C(=O)Nc2cccc(C(=O)c3cccc(NC(=O)c4ccc(OC(C)=O)cc4)c3)c2)cc1 | -24 | -11 | -25 | -33 | -14 | -2 | -9 | -9 | -28
5 | Cc1ccc(S(=O)(=O)Cc2nnnn2-c2ccccc2)cc1 | 0 | 4 | 0 | 3 | 0 | -3 | -4 | 4 | 0
6 | Cc1cc(C)nc(NCCC(=O)O)n1 | 1 | 4 | -1 | -1 | -2 | 2 | -1 | 0 | 6
7 | Clc1cc(Cl)cc(CSc2nnc(-c3sccc3-n3cccc3)o2)c1 | 5 | 1 | -5 | -7 | 0 | 7 | 7 | -3 | -6
8 | CC(C)c1nc2cc3ccccc3cc2[nH]1 | 3 | 2 | 1 | 3 | 1 | 2 | 0 | 3 | 12
9 | COC(=O)c1c(-c2ccsc2)sc2ccc(-c3cc(OC)c(OC)c(OC)c3)cc12 | 4 | 4 | / | / | / | / | 1 | -3 | -1
10 | Cc1ccccc1NC(=O)CN1C(=O)c2ccccc2C1=O | -4 | -3 | -2 | -3 | 3 | -2 | -2 | 4 | 0
11 | O=C(c1ccc(F)cc1)N1CCCC(c2ccccc2)C1 (centres undefined) | 5 | 6 | -2 | 0 | 2 | 0 | -5 | 3 | 10
12 | COC(=O)N/N=C/c1cc(Cl)c(OCc2ccccc2F)c(OC)c1 | 2 | 6 | -3 | -11 | -9 | 6 | 1 | -5 | 8
13 | COCCOC(=O)/C=C1/NC(=O)CS1 | 1 | 0 | -1 | -10 | 3 | -1 | -2 | 2 | 3
14 | Cc1cc2cc(CCNC(=O)c3cccs3)c(=O)[nH]c2cc1C | 3 | -1 | 2 | 0 | 1 | 0 | 2 | 7 | -3
15 | CCN1C/C(=C/c2cccs2)c2nc3ccccc3c(C(=O)O)c2C1 | 7 | 2 | 1 | -3 | 0 | 4 | 0 | -2 | 1
16 | CCS(=O)CCSc1nc2ccccc2s1 (centres undefined) | 2 | 2 | 1 | -4 | 1 | -2 | 2 | -13 | -1
17 | CN(C)/C=N/c1ncc(C(=O)c2ccc(-c3ccccc3)cc2)s1 | -1 | -1 | -3 | -2 | -6 | -4 | -3 | 0 | 4
18 | COc1ccc(OCC(=O)NCCCn2ccnc2)cc1 | 4 | 2 | 7 | 1 | 0 | 6 | 1 | 0 | 3
19 | OCc1ccccc1OCCCOc1cccc2cccnc12 | 3 | 4 | 2 | 2 | 4 | -1 | -2 | 1 | 4
20 | Cc1cc(OCc2ccccc2)ccc1/C(O)=C1/C(=O)C(=O)N(Cc2cccnc2)C1c1ccncc1 (centres undefined) | 8 | 0 | 2 | 4 | 2 | -4 | -1 | 8 | 8
21 | Cc1ccc(S(=O)(=O)N2CCOCC2)cc1NC(=O)CSc1nnc2n1CCCCC2 | 3 | 0 | / | / | / | / | -2 | 7 | 12
22 | O=C(Nc1ccc(Cl)cc1)Nc1ccc(S(=O)(=O)Nc2ncccn2)cc1 | -1 | 0 | -5 | -9 | -4 | -9 | 1 | -5 | 2
23 | COc1ccc(Nc2nc(-c3c[nH]c4ccccc34)cs2)cc1 | 10 | 5 | 2 | 24 | -16 | -3 | -21 | 4 | 14
24 | CC(=O)Nc1cc2cc(NS(=O)(=O)c3ccc(C)cc3)ccc2oc1=O | / | 0 | 0 | -10 | 1 | 1 | -1 | / | /
25 | Cc1ccc(-n2[nH]c(C)c(CCC#N)c2=O)cc1 | -4 | 0 | -3 | -1 | -3 | -3 | -1 | -8 | 2
26 | COC1OC(CO)C(O)C(O)C1O (centres undefined) | 7 | 6 | 3 | 0 | 1 | 7 | 2 | 7 | 5
27 | O=C(CCC(=O)NNC(=O)Cc1ccccc1)NCc1ccccc1 | / | 2 | -3 | -6 | -1 | -2 | -4 | / | /
28 | C=C(C)Cn1cnc2cc(C)c(C)cc21 | -4 | 5 | 2 | -2 | 2 | 3 | 0 | -12 | 0
29 | CC(=O)NNC(=O)c1csc(Cc2c(Cl)sc3ccc(Cl)cc23)n1 | 6 | 6 | -1 | -1 | -1 | 2 | 2 | 2 | 9
30 | O=C1c2cccc3cccc(c23)C(=O)N1OS(=O)(=O)c1ccc(Cl)cc1 | 3 | 5 | 0 | -1 | 4 | 0 | 1 | 33* | 10
31 | Cn1c(CCN2CCCCC2)nc2cc(NS(=O)(=O)c3ccc(F)cc3)ccc21 | -6 | -3 | -4 | -8 | -1 | -16 | 2 | -2 | -4
32 | COc1ccccc1-n1cnnc1SCC(=O)NCC1CCCO1 (centres undefined) | 6 | 3 | 5 | -3 | -1 | -5 | 0 | 2 | 6
33 | COc1ccc(CCNC(=O)CCCOc2cccc(C)c2C)cc1OC | 2 | 0 | 6 | 10 | 3 | 1 | -4 | 8 | 3
34 | CN(C)c1ccnc2sc(C(=O)c3ccc(Br)cc3)c(N)c12 | 6 | 9 | 5 | 3 | -1 | 3 | -4 | 0 | 4
35 | COc1ccccc1/C=C/C(=O)Nc1cccnc1Cl | -1 | -2 | 2 | -3 | -1 | -3 | -4 | 1 | -3
36 | CC(CCc1ccco1)NC(=O)CCc1nnc2ccc(NCc3ccc(Cl)cc3)nn12 (centres undefined) | 21 | 7 | -2 | -9 | -2 | -6 | -6 | 7 | 4
37 | COc1cccc(C(=O)Nc2nnc(-c3cccs3)o2)c1 | 2 | 2 | -3 | -1 | 2 | -15 | -1 | 2 | 7
38 | CCCCc1cc(=O)oc2cc(C)cc(OC(C)C(=O)NCc3cccnc3)c12 (centres undefined) | 2 | 4 | 8 | 2 | -1 | 0 | 1 | 2 | 4
39 | O=C(OCc1ccc(Cl)cc1)c1cccnc1Cl | 7 | 2 | 1 | 6 | 0 | 3 | -8 | 0 | -1
40 | CCN1CCN(c2ccc(S(=O)(=O)N3CCOCC3)cc2NC(=O)c2ccc(C)c(C)c2)CC1 | 2 | 7 | 3 | 3 | -1 | 2 | -1 | -3 | 3
41 | CCN(CC)CC(=O)Nc1sc(C)cc1C(=O)c1ccc(C)cc1 | 5 | 5 | -2 | 7 | 1 | 4 | -1 | -3 | 13
42 | O=C(O)c1cccc(C(=O)O)c1Br | 5 | 0 | 2 | -2 | 1 | -1 | 0 | 3 | 7
43 | COc1ccc(N2C(=O)CC(NCc3cccs3)C2=O)cc1 (centres undefined) | 2 | 5 | -2 | -5 | 2 | -3 | 0 | 9 | 3
44 | CCNC(=O)/C(C#N)=C/c1c(N2CCN(c3ccc(OC)cc3)CC2)nc2c(C)cccn2c1=O | 3 | 5 | 7 | 7 | -5 | 8 | 2 | 3 | 6
45 | CCOC(=O)C1=CN(Cc2ccc(Br)cc2)S(=O)(=O)NC1C (centres undefined) | 4 | 21 | / | / | / | / | 7 | -1 | 1
46 | CCOC(=O)c1cc(C(=O)c2ccccc2O)cn2c(=O)c3c(C)c(C)sc3nc12 | / | 0 | -2 | -4 | -3 | -3 | 1 | / | /
47 | Cn1c(=O)c(=O)n(C)c2cc(N3CCOCC3)c(NS(=O)(=O)c3ccc(F)c(Cl)c3)cc21 | 14 | 5 | 3 | 12 | 1 | 6 | -3 | 3 | 2
48 | CC(=O)Nc1ccc(S(=O)(=O)NCC2CCC(C(=O)N3CCCCCC3)CC2)cc1 (centres undefined) | 3 | 5 | -3 | 0 | -1 | 6 | -1 | -3 | 7
49 | CC(=O)OC12CC3CC(C1)C(=NO)C(C3)C2 | 8 | 1 | -1 | 2 | 3 | 4 | -4 | 2 | 4
50 | CCOC(=O)N1CCN(C(=O)COc2ccc3oc4c(c3c2)CCCC4)CC1 | -2 | 11 | -2 | 0 | -1 | -1 | -1 | 5 | -3
51 | COc1cc(CN2CCCC(C(=O)N3CCc4ccccc4C3)C2)cc(OC)c1OC (centres undefined) | 3 | 5 | -1 | 0 | 0 | 0 | -2 | 11 | 11
52 | CCN(CC)S(=O)(=O)c1ccc(OC)c(NC(=O)CCc2c(C)noc2C)c1 | 1 | 1 | / | -7 | -2 | / | 0 | 1 | 7
53 | CC(=O)c1ccc(NC(=S)Nc2cccc(Cl)c2C)cc1 | -4 | 6 | -1 | -2 | 0 | -9 | 2 | 5 | 10
54 | CCOc1ccc(C2C3=C(CCCC3=O)OC(N)=C2[N+](=O)[O-])cc1 (centres undefined) | 8 | -1 | -2 | 2 | 1 | 1 | -1 | 10 | 11
55 | O=C(C1CCCCN1S(=O)(=O)c1ccccc1[N+](=O)[O-])N1CCCCC1 (centres undefined) | 1 | 0 | 2 | -2 | 0 | 6 | -4 | -4 | 3
56 | COc1ccc(C2=NN(C(=O)CSc3nc(=O)n4ccc(C)cc4n3)C(c3ccc(C)cc3)C2)cc1 (centres undefined) | 0 | -1 | -7 | 4 | -2 | -6 | 4 | -2 | -3
57 | O=C1C=C(N2CCOCC2)CO1 | 1 | 6 | -5 | 6 | 2 | -4 | -4 | -3 | 5
58 | CCOC(=O)c1ccc2nc(NC(=O)c3ccco3)sc2c1 | 2 | -2 | 1 | -12 | -1 | -11 | 1 | -4 | 6
59 | Cc1ccccc1-c1cc(C(=O)NCc2cccc(C(F)(F)F)c2)n(CC2CC(c3cccnc3)=NO2)n1 (centres undefined) | 13 | 0 | / | / | / | / | -2 | -12 | 1
60 | O=c1c2c(nc3n1CCCCC3)-c1ccccc1CC21CCCC1 | 28* | 2 | 0 | -2 | -1 | 8 | 3 | -1 | -1

Further compounds:
cpd | SMILES | PAFAH1B2 inh | pPAFAH FP inh | Fam108B counter | PME-1 inh | LYPLA1 counter | GSTO1 inh | PAD4 FP inh | PAFAH2 FP inh | PAFAH1B3 FP inh
61 | CCC(CC)NC(=O)Cc1ccc(F)cc1 | 5 | 5 | -2 | 4 | 3 | -1 | -3 | -8 | 8
62 | CCOc1ccc(/C=C2\CCC(C3CCCC3)C2=O)cc1OC (centres undefined) | 4 | 9 | 0 | 2 | 1 | 2 | -2 | -3 | 10
63 | COc1cccc(C2=NOC(C(=O)Nc3ccc4c(c3)OCO4)C2)c1OC (centres undefined) | 6 | 4 | -1 | 1 | -3 | 4 | -1 | -3 | 0
64 | O=C(CCC(=O)N1CCOc2ccccc21)NCCCN1CCCCC1 | 3 | -3 | 0 | -7 | 3 | -3 | -2 | 0 | -2
65 | COc1ccccc1NC(=O)CCN1C(=O)C2CC=CCC2C1=O (centres undefined) | 0 | 1 | -1 | 2 | 1 | 2 | 0 | 9 | -4
66 | CC1(c2nnc(Cc3ccccc3)o2)CC(c2ccc(F)cc2)=NO1 (centres undefined) | 13 | 4 | 0 | 2 | 2 | -6 | -1 | 1 | 8
67 | COc1ccc(/C=N/NC(=S)Nc2cc(C(F)(F)F)ccc2Cl)cc1 | / | 6 | -6 | -1 | -3 | -5 | -1 | / | /
68 | NC(=S)N/N=C/c1ccc(Br)o1 | 7 | 2 | -1 | 2 | 1 | 9 | 0 | 4 | 4

Screens (PubChem)

Only part of the results is shown (hit frequency here may not be typical).
